Assay outcomes as filed in PubChem BioAssay.
F-actin modifier – cytoskeleton assembly modification; inhibition, % at 2 µM; AID 836; hit rate 0.18% among 91,000; HUVEC TNFa F-actin phalloidin imaging, high content;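 active means inhibition above the batch mean plus 3 SD and confirmed as a hit by visual image inspection, cut at about 30% in these data, passing the limit was not always enough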; further: strong numbers were not always called active
PTK2B oligo ant – Pyk2 (human) oligomerization antagonism; Q14289; Q293 cells, Pyk2 FERM NanoBiT luminescence; stronger effect = lower value; z-score (the deposit names both 25 µM and 10 µM); hit rate 0.83% among 99,000;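 active means Z-score of -3 or lower, scaled per plate to the spread of control and sample wells; inactive means z-score above -3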;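 further: negative z-score means lost luminescence so less FERM oligomerization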
Target sequence (Q14289 whole entry, looked up): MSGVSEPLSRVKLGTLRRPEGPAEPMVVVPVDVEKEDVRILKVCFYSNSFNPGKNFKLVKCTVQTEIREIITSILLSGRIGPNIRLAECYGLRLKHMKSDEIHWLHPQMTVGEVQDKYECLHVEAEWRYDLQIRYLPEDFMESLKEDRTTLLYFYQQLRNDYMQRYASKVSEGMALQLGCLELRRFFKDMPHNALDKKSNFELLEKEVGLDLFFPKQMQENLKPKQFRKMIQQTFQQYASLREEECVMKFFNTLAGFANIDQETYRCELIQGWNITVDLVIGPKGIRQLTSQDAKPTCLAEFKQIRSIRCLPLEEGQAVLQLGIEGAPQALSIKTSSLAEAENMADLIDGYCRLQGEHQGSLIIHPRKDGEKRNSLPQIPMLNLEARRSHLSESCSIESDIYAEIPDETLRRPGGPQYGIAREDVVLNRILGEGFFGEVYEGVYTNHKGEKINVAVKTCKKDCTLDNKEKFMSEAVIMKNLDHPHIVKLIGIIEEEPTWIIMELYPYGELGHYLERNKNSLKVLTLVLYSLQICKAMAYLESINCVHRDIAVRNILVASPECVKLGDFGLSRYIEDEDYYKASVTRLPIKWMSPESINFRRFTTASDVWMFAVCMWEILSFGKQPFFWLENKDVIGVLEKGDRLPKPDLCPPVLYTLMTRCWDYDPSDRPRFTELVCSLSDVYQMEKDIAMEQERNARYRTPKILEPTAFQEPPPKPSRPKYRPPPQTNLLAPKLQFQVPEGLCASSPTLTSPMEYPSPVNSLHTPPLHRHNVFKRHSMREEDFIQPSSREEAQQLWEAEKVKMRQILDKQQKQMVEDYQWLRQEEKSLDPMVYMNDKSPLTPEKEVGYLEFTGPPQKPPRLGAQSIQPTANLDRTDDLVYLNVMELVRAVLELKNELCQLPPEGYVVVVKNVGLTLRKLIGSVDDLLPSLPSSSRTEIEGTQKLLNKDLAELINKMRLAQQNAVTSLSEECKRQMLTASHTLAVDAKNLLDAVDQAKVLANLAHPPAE
TNFa cytotox – HUVEC cytotoxicity counter-screen, TNF alpha stimulated; HUVEC TNFalpha-stimulated, Hoechst cell count, imaging; hit rate 0.17% among 93,000; AID 848; cell count reduction, % at 2 µM;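 active means cell count reduction exceeding the screen mean by over 5 SD, scaled to untreated wells per plate, cut at about 78% in these data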;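 further: cells counted after 24 h of TNF alpha exposure following the 1 h pretreatment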
LYP inh 2 – inhibitors of human LYP (PTPN22) phosphatase | Q9Y2R2 | recombinant LYP catalytic domain, DiFMUP fluorescence | inhibition, % at 2 µM | hit rate 0.21% among 96,000 | AID 640;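 active means inhibition at 2 µM at or above a set limit, the screen mean plus 3 SD, cut at about 24% in these data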;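 further: 0% = DMSO with enzyme and 100% = enzyme fully blocked by orthovanadate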
FAK inh – blocks human focal adhesion kinase activity | Q05397 | biochemical FAK kinase activity assay | inhibition, %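 (tested at 7 µM)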 | hit rate 0.84% among 97,000 | AID 727; in the data active means inhibition above about 19%;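 further: 0% = DMSO and 100% = reference compound high control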
VCAM1 TNFa inh – reduces TNF alpha induced VCAM1 expression in HUVEC. inhibition, % at 2 µM. HUVEC TNFa-induced VCAM-1 immunofluorescence, high-content imaging. hit rate 0.48% among 95,000;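 active means inhibition above the batch mean plus 3 SD, with images confirmed as a hit by eye, cut at about 37% in these data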;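 further: 0% = TNF-stimulated DMSO wells and 100% = unstimulated control wells; not every result past the cut was called active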
LYP act – activators of human LYP (PTPN22) phosphatase; AID 697; hit rate 0.11% among 96,000; Q9Y2R2; activation, % at 2 µM; recombinant LYP, DiFMUP fluorescence; 0 = plate median, 100 = signal doubled;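 active means activation at 2 µM above a set limit, the mean plus 5 SD, cut at about 37% in these data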
ERa SRC1 inh – ER-alpha (human) coactivator binding inhibition; P03372; hit rate 1.7% among 86,000; inhibition, % at 25.6 µM; TR-FRET ER-alpha LBD / SRC-1 peptide, estradiol-bound; in the data active means inhibition above about 50%;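 further: 0% = receptor plus peptide control and 100% = peptide only without receptor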
IL1B cytotox – toxic to HUVEC cells under IL-1B stimulation. AID 845. cell count reduction, % at 2 µM. hit rate 0.41% among 94,000. HUVEC cell count loss, Hoechst imaging, IL-1B stimulated;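 active means cell count reduction more than 3 SD above the screen-wide mean, cut at about 70% in these data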;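 further: normalized per plate to untreated control cells as the no-loss baseline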
* = called active by the depositor; x = no result given; [ ] = remark or other dose. Random draw from the library, and some 3.8% of all compounds hit somewhere here.

Molecule	F-actin modifier	PTK2B oligo ant	TNFa cytotox	LYP inh 2	FAK inh	VCAM1 TNFa inh	LYP act	ERa SRC1 inh	IL1B cytotox
Cc1ccc(CCCOC(=O)C[N+]2(C)CCOCC2)cc1	2	2.3	-4	4	8	-6	-2	-13	-11
CCOC(=O)c1nc2cc3n(c(C)c-2c1C)C(C)C(C)=C3C (configuration not stated)	-16	-0.31	-1	1	-2	8	-3	x	-6
CC(OC(=O)c1cccnc1SCc1cc(=O)n2ccccc2n1)c1ccccn1 (configuration not stated)	8	-1.5	-36	4	5	13	-5	1	-9
COC(=O)c1cccc(COC(=O)c2cccnc2SC)c1	5	-0.34	-21	8	-3	6	-5	-8	-10
O=C(Nc1ccon1)c1ccc2c(c1)OCO2	-8	0.62	-8	4	-3	4	-6	-2	-87
Cc1ccc(C(C(=O)NC(C)(C)C)N(C(=O)c2csnn2)c2cccc(F)c2)o1 (configuration not stated)	4	-0.19	-8	-5	4	-7	9	0	12
Cc1ccc(Cn2nnnc2CN2CCC(c3nc4ccc(Cl)cc4[nH]3)CC2)cc1	-3	-1.8	3	-4	1	15	1	x	-9
CC(C)c1nc(N2CCOCC2)c(C#N)c2c1CCC2	28	-0.8	-17	-2	1	-10	-1	0	-53
CCN(CC(=O)NC(C)C)Cc1nc2sc3c(c2c(=O)[nH]1)CCC3	5	-0.02	-10	7	-1	7	-4	-3	-20
CSCCC(NS(=O)(=O)c1ccc(Cl)cc1)C(=O)OCC(=O)N(C(C)C)C(C)C (configuration not stated)	2	0.08	-16	-1	0	-5	0	x	-27

Next part, starting with the last 5 of the part before.
Molecule	F-actin modifier	PTK2B oligo ant	TNFa cytotox	LYP inh 2	FAK inh	VCAM1 TNFa inh	LYP act	ERa SRC1 inh	IL1B cytotox
Cc1ccc(C(C(=O)NC(C)(C)C)N(C(=O)c2csnn2)c2cccc(F)c2)o1 (configuration not stated)	4	-0.19	-8	-5	4	-7	9	0	12
Cc1ccc(Cn2nnnc2CN2CCC(c3nc4ccc(Cl)cc4[nH]3)CC2)cc1	-3	-1.8	3	-4	1	15	1	x	-9
CC(C)c1nc(N2CCOCC2)c(C#N)c2c1CCC2	28	-0.8	-17	-2	1	-10	-1	0	-53
CCN(CC(=O)NC(C)C)Cc1nc2sc3c(c2c(=O)[nH]1)CCC3	5	-0.02	-10	7	-1	7	-4	-3	-20
CSCCC(NS(=O)(=O)c1ccc(Cl)cc1)C(=O)OCC(=O)N(C(C)C)C(C)C (configuration not stated)	2	0.08	-16	-1	0	-5	0	x	-27
CCOc1ccc(S(=O)(=O)N(C)CCO)cc1-c1nc2c(C(C)(C)C)nn(C)c2c(=O)[nH]1	13	-0.48	-3	-4	-3	-9	3	3[fluorescence artefact?]	-62
C=CCN1C(=O)c2oc3ccccc3c(=O)c2C1c1ccc(O)c(OC)c1 (configuration not stated)	5	x	-21	-26	-4	2	21	7	3
COc1ccccc1NS(=O)(=O)c1ccccc1C#N	2	-0.37	-10	4	-6	3	0	-2	-24
CCn1c(CSc2nc3ccccc3s2)n[nH]c1=S	-3	0.46	10	-6	-1	22	7	-14	6
CCOC(=O)N1CCC(NC(=O)c2cc(C(=O)NCc3ccc(F)cc3)ccc2CO)CC1	x	2.1	-7	-33	-1	13	33	-8	7
O=C(NCc1nnc(SCC(=O)N2CCN(c3ccccc3)CC2)o1)c1ccco1	12	-0.31	-9	17	0	6	-15	1	4
O=C(CSc1ncn(-c2ccccc2)n1)NCc1ccccc1	-2	0.36	-4	-1	3	21	-2	-3	-3
COc1ccccc1CO/N=C/NC(=O)c1c(OC)ccnc1Oc1ccc(F)cc1	15	0.8	-30	-11	0	8	15	x	-25
O=C(Cc1ccc(S(=O)(=O)N2CCCC2)s1)N1CCOCC1	-18	-0.42	-4	-1	-1	-2	1	28	-17
O=C(Nc1ccc2c(c1)nc1n2CCN(C2CCCCC2)C1)NC1CCCCC1	3	x	-8	13	1	0	-10	x	15
CC(=O)O[C@H]1CSC[C@H]1NC(=O)c1ccccc1	2	-0.05	-5	1	0	19	-4	-1	-29
Nc1ccc(C(=O)OCC(=O)NC2CCCc3ccccc32)cc1[N+](=O)[O-] (configuration not stated)	9	-0.33	-28	-4	2	6	7	8	-106
CCOc1ccc(N2C(=O)c3cccnc3C2Nc2ccc(C)cc2)cc1 (configuration not stated)	-20	-0.93	-7	1	15	-9	-2	-16	15
CCOc1ccc(S(=O)(=O)NCCC(=O)NC2=NCCS2)cc1	-6	1.3	-24	-6	-5	-4	6	18	-21
Cc1ccccc1-n1nnnc1Sc1nnnn1-c1ccccc1	-21	-1	-6	6	3	16	-4	4	-2
CCOC(=O)C1CCN(C(=O)COC(=O)CCOc2ccc(C)cc2)CC1	-4	1.4	-30	10	-6	-18	-7	-8	-11
COC(=O)COc1ccccc1C(N)=O	-4	-0.1	-14	-4	0	15	5	6	12
CCCC(=O)Nc1sc2c(c1C#N)CCCCC2	-1	2.1	-5	3	2	-4	-3	3[fluorescence artefact?]	26
C#CCOC(=O)c1ccccc1C(=O)N(CC)CC	-17	0.92	-18	-5	-3	7	4	-6	-10
COc1ccc(C(=O)NC(=S)NCc2ccccc2)cc1	-3	0.24	-8	7	-1	22	-7	x	0
Cc1ccccc1[C@@H]1C(C#N)=C(N)S[C@H]1C(=O)c1ccccc1	2	-1.9	-22	3	0	-44	-3	x	-14
Cc1ccc(C)c(Nc2ncnc3nc[nH]c23)c1	-3	x	-30	-3	4	14	0	-2	5
CN(c1cccc(NC(=O)CN2C(=O)c3ccccc3S2(=O)=O)c1)S(C)(=O)=O	1	-0.1	-3	8	-4	-12	-7	x	31
Cc1cc(C)c(C#N)c(SCC(=O)N(C)C2CCCCC2)n1	-10	-1.5	-19	3	3	-13	-5	0	-13
CN1/C(=C\C(=O)COC(=O)C2COc3ccccc3O2)C(C)(C)c2ccccc21 (configuration not stated)	-3	-0.79	-12	-2	4	-17	0	-1	2
Fc1cc2nccnc2cc1N1CCSCC1	13	0.21	-10	-1	0	10	3	2	-17
O=C(NC1CCCCC1)NC1CCN(S(=O)(=O)Cc2ccccc2)CC1	-10	-0.41	16	-8	1	-9	4	-27	-44
c1ccc2c(c1)nc(N1CCOCC1)c1nncn12	11	0.49	5	4	-3	11	-5	-3	x
CCOC(=O)C1=C(C)OC(N)=C(C#N)C1c1cc2ccccc2nc1N1CCCCC1 (configuration not stated)	x	x	x	0	1	x	-2	-36[fluorescence artefact?]	-17
COC(=O)c1ccc2ccn(CC(=O)NC3CCCCC3)c2c1	-6	0.29	0	-6	-1	-6	9	-5	-9
N/C(=N\OC(=O)C(c1ccccc1)c1ccccc1)c1ccccn1	2	-2	-27	2	-2	15	-6	-4	15
Nc1nc(Br)c2c(F)cccc2c1-c1ccc(Cl)cc1	3	-0.15	-20	12	-1	6	-9	x	-20
CC(C)(C)c1csc(NC(=O)Cn2c(=O)oc3ccccc32)n1	-3	-3.4*	-7	13	6	7	-12	-3	19
Cc1cccc(C)c1NC(=O)CSCCO	7	-0.51	-3	-1	4	17	0	-1	1
COc1ccccc1C1CC(c2ccc(F)cc2)Nc2ncnn21 (configuration not stated)	x	-0.91	-4	-6	5	11	3	-2[fluorescence artefact?]	-12
O=C(CC1CCCCC1)OCn1nnc2ccccc2c1=O	2	2.6	-11	8	1	9	-6	-5	0
Cc1ccc(C(=O)N2CCN(C(=O)N3CCOCC3)CC2)cc1	-20	0.41	6	17	-4	4	-14	-11	-8
O=C(C1CCCCC1)N1CCN=C1SCc1cccnc1	-5	x	-10	-8	-5	6	5	-13	2
COc1ccc(N2C(=O)C3ON(C4SC(=S)N(C)C4(C)C)C(c4ccc([N+](=O)[O-])cc4)C3C2=O)cc1 (configuration not stated)	0	-0.58	-11	3	1	-1	-5	x	-17
CCCCNC(=O)CCCn1c(=S)[nH]c2cc3c(cc2c1=O)OCO3	3	-0.46	-16	-4	4	8	2	0	19
Nc1nnc(CC2=CCCCC2)s1	3	-0.42	0	2	2	3	-3	-14	-22
CCN(CCO)Cc1cn[nH]c1-c1ccc(C)c(C)c1	-11	0.69	8	4	3	-51	-5	-5	-2
CCN(CCCNC(=O)C1CCCN(S(=O)(=O)CC)C1)c1cccc(C)c1 (configuration not stated)	24	1.8	27	0	3	24	-2	5	0
CC(=O)c1ccc(NC(=O)CSCCO)cc1	-3	-0.21	8	8	1	4	-8	10	-17
O=C(CSc1nnc(-c2ccccc2)n1Cc1ccco1)Nc1ccc2c(c1)OCCO2	-2	-0.4	-8	-7	8	-9	4	9	1
COc1ccc(S(=O)(=O)N2CCCC(C(=O)Nc3ccc(OC)c(OC)c3)C2)cc1 (configuration not stated)	0	1.3	-39	0	2	-3	-2	2	-1
O=C(COn1nnc2ccc(Cl)cc21)NC12CC3CC(CC(C3)C1)C2	11	0.51	3	3	1	19	-2	8	4
CCOC(=O)N1CCC(N2C(=O)c3ccc(C(=O)O)cc3C2=O)CC1	x	0.81	-23	-12	0	4	12	-5	5
COc1ccc(NC(=O)CSc2nnc(-c3ccccc3)n2Cc2ccco2)cc1OC	-10	-0.84	-1	1	0	17	3	-5	-3
COC(=O)c1cccc(C(=O)Nc2ccc(C)cc2)n1	x	-0.08	10	-4	4	15	1	-9	-14
CCn1nnc(NC(=O)c2cc(Cl)c(OC)c(Cl)c2)n1	0	0.39	-34	-3	-2	-13	3	1[fluorescence artefact?]	-14
NC(=O)c1nc(N2CCOCC2)nc(N2CCOCC2)n1	-1	-0.03	-10	-42	2	-7	41*	-10	5
COc1ccc(-n2ncc3c(=O)n(CC(=O)N4CCCc5ccccc54)cnc32)cc1	-40	-0.47	-16	2	-2	15	-3	4	-30
